Screening results (PubChem BioAssay)
PMI inhibitors – inhibitors of human PMI, primary screen, biochemical, fluorescence intensity, coupled assay (AID 1209) | purified PMI enzyme, coupled fluorescence intensity; higher % means a stronger effect | inhibition, % at 20 µM; hits with a dose series show IC50 in µM | 0.42% of 190,000 active;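 note: plate controls were DMSO vehicle for no effect and wells lacking substrate for full effect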
Ins promoter up – MIN6 insulin promoter up-regulation; 0.3% of 190,000 active; AID 1625; z-score at 5 µM; MIN6 insulin promoter-GFP reporter, high-content imaging; hits give high values;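 active = z-score above 3 at 5 µM with at least 500 cells counted in the well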
WT yeast gro inh – growth inhibition of WT yeast, mitochondrial fusion screen | mitochondrial fusion phenotypic screen, WT strain | inhibition, % at 10 µM | 2.1% of 190,000 active; in the data active = inhibition above about 58%; tested in S. cerevisiae
Yfh1-off respiration – enhancers of respiration in Yfh1-depleted yeast, dose response, Friedreich's ataxia, plus single-dose screen (AID 1465); S. cerevisiae Yfh1-off respiration, WST-1 reduction, 72 h; higher fold induction means a stronger effect; fold induction at 50 µM; hits with a dose series show EC50 in µM; 0.074% of 220,000 active;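 active = fold induction of absorbance versus untreated yeast above a set limit, then at least 30% activation at any dose in follow-up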;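 note: activators that raise dye reduction in frataxin-depleted yeast; strong numbers were not always called active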
Dynein cargo inh – blocks dynein driven cargo transport along microtubules; 0.47% of 220,000 active; z-score, hits read low; AID 1381; 3617.4 mouse cells, GR-EGFP nuclear translocation imaging; test concentration mostly 20 µM; stimulated with dexamethasone, 1 µM; hits give low values;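 active = plate z-score of nuclear minus cytoplasmic receptor signal below a set negative limit, without overly bright fluorescence or cell loss, cut at about -3.5 in these data, passing the limit was not always enough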;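 note: z-score of nuclear minus cytoplasmic ring GR-EGFP intensity difference per well; some compounds called inactive have numbers as strong as hits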
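Medium: Induction medium lacking tetracycline, stripped serum | Probe or stimulus: 1.0 µM final dexamethasone stimulus | Schedule: 48 h induction, then 1 h compound, then 30 min agonist, 37 °C | Signal: Automated 10x imaging of fixed Hoechst-stained cells | Evaluation: Per-cell GR-EGFP intensity, nucleus versus surrounding cytoplasmic ring, well-averaged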
PMI inhibition – MPI inhibition at elevated mannose 6-phosphate – biochemical, fluorescence intensity, high mannose 6-phosphate, primary screen (AID 1220). recombinant PMI enzyme, coupled fluorescence intensity; higher % means a stronger effect. 0.66% of 190,000 active. one-dose inhibition, % at 20 µM; IC50 in µM for titrated hits
b-catenin transl – alters nuclear translocation of beta-catenin in HeLa cells; immunofluorescence imaging; nuclear translocation activity, % at 5 µM; 0.3% of 190,000 active;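 active = nuclear translocation activity above 50% at 5 µM, with a well cell count of 50 or more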;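 note: per-cell ratio of nuclear to cytoplasmic median beta-catenin stain intensity; plate controls were DMSO negative control for no effect and GSK-3 inhibitor IX positive control for full effect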
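Read-out: Nuclear/cytoplasmic beta-catenin signal ratio, % activation | Assay system: Human HeLa cell line | Times: 24 h compound exposure at 37°C, 5% CO2 | Signal: Fluorescence imaging of beta-catenin antibody stain plus DAPI | Dosing: 5 µM primary, 0.02–20 µM confirmation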
MT stabilizer – stabilizes microtubules in HeLa cells. 0.83% of 200,000 active. % tubulin-high responders, % at 10 µM. HeLa tubulin immunostaining HCS, 24 h; share of cells brighter than vehicle mean+2SD. AID 2205;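 active = plate Z-score above 3 for both tubulin-high and condensed-nucleus cell shares, with cell loss under 80%, at 10 µM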;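 note: anti alpha tubulin signal scored within the nucleus-defined area of each cell; some results filed as inactive read as strong as hits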
Autophagy mod – autophagy modulation, high-content screen; MEF GFP-LC3 puncta imaging; test concentration mostly 10 µM; calls only at 10 µM (by protocol); 0.98% of 190,000 active;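 active = percentage of spot-positive cells more than 3 SD above its plate mean, without a fluorescence outlier flag or 80% toxicity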;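 note: spot-positive cell cutoff set from DMSO-treated cells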
WT yeast gro inh mutant strain – further read-out of WT yeast gro inh, marked with its call; inhibition, %; mitochondrial fusion phenotypic screen, mutant strain inhibition
Dynein cargo inh cytoplasmic EGFP – further read-out of Dynein cargo inh, marked with its call; z-score; measured here: cytoplasmic GR-EGFP intensity; hits give high values
Dynein cargo inh nuclear GR-EGFP – also measured in Dynein cargo inh; calls as there; z-score; measured here: nuclear GR-EGFP intensity;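 lower value marks the stronger effect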
Dynein cargo inh cell count – second read-out of Dynein cargo inh, no call of its own (marks repeat the call); z-score; measured here: cell count per field
Ins promoter up cell count – also measured in Ins promoter up; calls as there; cell count; measured here: cytotoxicity, nuclei count;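 total cells summed across four imaged fields per well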
b-catenin transl cell count 5 µM – second read-out of b-catenin transl, no call of its own (marks repeat the call); cell count; measured here: cell count, cytotoxicity flag
MT stabilizer Hoechst-high % – recorded beside MT stabilizer, whose call it bears; % Hoechst-high responders; measured here: nuclear condensation Hoechst responders;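 share of cells brighter than vehicle mean plus two SD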
MT stabilizer cytotoxicity % – further read-out of MT stabilizer, marked with its call; toxicity, %; measured here: cytotoxicity by cell density;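 0% = mean cell density of plate MIN control wells and 100% = no cells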
Autophagy mod cell loss 18 h – recorded beside Autophagy mod, whose call it bears; toxicity, %; measured here: cell loss, nuclei count;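 cell loss after 18 h compound exposure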
Active calls of the source: *; i = inactive; x = no result given. Cut-off read from the data, not from the text of the source, unless noted: active = inhibition above about 50%; inactive = the rest.

SMILES	PMI inhibitors	Ins promoter up	Ins promoter up cell count	WT yeast gro inh	WT yeast gro inh mutant strain	Yfh1-off respiration	Dynein cargo inh	Dynein cargo inh cytoplasmic EGFP	Dynein cargo inh nuclear GR-EGFP	Dynein cargo inh cell count	PMI inhibition	b-catenin transl	b-catenin transl cell count 5 µM	MT stabilizer	MT stabilizer Hoechst-high %	MT stabilizer cytotoxicity %	Autophagy mod	Autophagy mod cell loss 18 h
CCOc1ccccc1NC(=O)c1ccc(Cl)c(NC(=O)CC(c2ccccc2)c2ccccc2)c1	12%	-0.4	1034	0	7	i	-0.93	-0.21	-0.57	0.7	8%	-1.8	1013	3.0	1.5	8.2	i	33
CCN(CC)Cc1cc2ccccc2c2c1COC2	-2%	-0.23	1062	4	-1	i	0.066	-0.32	-0.064	0.26	4%	-6.1	969	6.7	4.0	5.7	i	-6
NC(=S)Nc1cnc2ccccc2c1	12%	0.11	1884	-10	6	i	-0.33	-0.12	0.21	0.1	9%	-0.2	1021	1.8	1.4	7.3	i	11
CCOC(=O)c1cccc(NC(=O)CCc2nc(-c3ccccc3F)no2)c1	16%	-0.43	1254	-8	5	i	0.0013	-0.075	0.089	0.052	15%	-3.6	965	2.0	1.3	3.5	i	-5
CC1CCc2nc3ccc(S(=O)(=O)N4CCC(C(=O)NC5CCCC5)CC4)cc3c(C(=O)O)c2C1 (stereo unspecified)	-37%	0.55	868	12	8	i	-1.5	-0.2	-0.72	0.18	-32%	x	x	7.0	1.6	6.5	x	x
COc1ccc(-c2cc(C(=O)NCCc3ccccc3)no2)cc1OC	7%	x	x	-16	0	i	-0.43	-0.2	0.061	0.38	2%	x	x	2.0	2.4	10	i	-5
CCOC(=O)C1CCN(C(=O)Nc2c(-c3ccccc3)noc2C)CC1	x	0.03	937	x	x	i	0.24	0.076	0.49	-0.14	x	-0.3	1391	x	x	x	x	x
Cc1nc(=S)c2ccccc2[nH]1	-37%	x	x	7	-1	i	0.83	-0.23	0.39	-0.52	-46%	x	x	1.3	1.2	9.7	i	6
COc1ccc(C2=NN(C(=O)c3cccs3)C(c3ccccc3O)C2)cc1 (stereo unspecified)	11%	-0.37	1169	85*	18*	i	0.92	-0.13	0.59	-1.4	14%	0.7	1056	2.3	2.1	8.3	i	-8
CC1CN(CN2C(=O)c3ccccc3C2=O)CC(C)O1 (stereo unspecified)	3%	0.11	1662	13	15	i	-0.67	2	-0.34	0.6	5%	0.1	1077	1.2	1.5	6.7	i	-3
O=C(COC(=O)c1ccc(O)cc1)Nc1ncc(Cl)cc1Cl	-18%	-0.27	1244	-11	-21	i	-0.00081	-0.33	-0.51	1.1	8%	-0.7	1137	2.1	1.1	5.6	i	5
O=C(/C=C/c1ccc(Cl)cc1Cl)Nc1cccc(S(=O)(=O)NC2=NCCC2)c1	-8%	-0.2	1297	7	1	i	0.018	-0.27	-0.37	0.9	5%	-2.1	1105	1.6	3.6	3.2	i	6
O=C(CSc1cccc(C(F)(F)F)c1)NC(=O)NCc1ccco1	10%	0.49	956	2	-16	i	2	0.071	1.5	-2.3	14%	-0.5	1127	4.7	1.9	2.8	i	-6
c1cnc2ccc(C(c3nnnn3C3CCCC3)N3CCSCC3)cc2c1 (stereo unspecified)	-6%	x	x	-20	-5	i	0.47	-0.22	0.15	0.4	-6%	0.9	842	3.7	2.0	5.5	i	-2
Cc1ccc(C(=O)c2c[nH]cc2-c2ccccc2)cc1	-1%	x	x	-12	7	i	-0.35	-0.16	0.14	0.55	4%	1.0	1101	2.9	2.1	1.7	i	-6
COc1cc(C2c3c([nH]c(=O)[nH]c3=O)Nc3ccc4ccccc4c32)cc(OC)c1OC (stereo unspecified)	14%	-0.45	1227	-8	7	i	0.29	-0.22	0.4	-0.8	42%	-1.6	1159	6.4	7.4	3.0	i	-10
Cc1ccccc1OCCC(=O)OCC(=O)Nc1ccc(C(N)=O)cc1	x	0.32	1508	x	x	i	-1.1	-0.27	-0.37	0.94	x	-2.5	1049	x	x	x	x	x
COC(=O)c1sccc1-n1cccc1C(=O)NCc1ccccc1	-2%	-0.06	1555	10	-3	i	0.22	-0.21	-0.14	0.55	-3%	4.1	1377	1.6	1.3	4.1	i	5
CCOc1c2ccc(C(=O)NCC34CC5CC(CC(C5)C3)C4)cc2nn1CC	9%	2.1	1358	9	-4	i	0.59	-0.13	0.68	0.41	9%	-2.0	1502	2.9	1.9	7.9	i	5
CC(=O)N1CCN(C(=O)CCc2nc3ccccc3c(=O)[nH]2)CC1	0%	0.31	789	10	14	i	2.2	0.68	2	-1.6	7%	-1.1	1176	2.2	1.7	5.8	i	-14
O=[N+]([O-])c1ccc(Cl)c2cccnc12	-14%	-0.21	1314	-14	15	i	-1.5	-0.34	-0.71	0.53	-7%	0.0	1051	4.4	4.6	0.3	i	24
O=C(CSc1nc(-c2ccccc2)cc(=O)[nH]1)N1CCc2ccccc21	0%	0.5	1266	-9	-18	i	-0.55	-0.27	-0.36	0.86	2%	x	x	4.5	2.6	1.6	i	33
Cc1occc1C(=O)Nc1nnc(-c2cccs2)s1	6%	-0.56	1499	6	0	i	-0.24	-0.19	0.11	-0.81	-3%	0.0	1462	3.1	2.3	13	i	4
O=C(CCn1c(=S)[nH]c2ccccc2c1=O)NCCc1ccccc1	-2%	-1.5	1188	4	14	i	-0.0017	0.44	-0.2	-0.35	8%	-1.0	1142	2.1	2.6	0.5	i	1
CC(COc1ccccc1)N(CCCl)Cc1ccccc1 (stereo unspecified)	8%	x	x	0	-14	i	-0.7	-0.28	0.17	0.73	4%	x	x	1.5	2.2	11	i	6

Gathered by group: those above with a furan ring, fused or not
SMILES	PMI inhibitors	Ins promoter up	Ins promoter up cell count	WT yeast gro inh	WT yeast gro inh mutant strain	Yfh1-off respiration	Dynein cargo inh	Dynein cargo inh cytoplasmic EGFP	Dynein cargo inh nuclear GR-EGFP	Dynein cargo inh cell count	PMI inhibition	b-catenin transl	b-catenin transl cell count 5 µM	MT stabilizer	MT stabilizer Hoechst-high %	MT stabilizer cytotoxicity %	Autophagy mod	Autophagy mod cell loss 18 h
O=C(CSc1cccc(C(F)(F)F)c1)NC(=O)NCc1ccco1	10%	0.49	956	2	-16	i	2	0.071	1.5	-2.3	14%	-0.5	1127	4.7	1.9	2.8	i	-6
Cc1occc1C(=O)Nc1nnc(-c2cccs2)s1	6%	-0.56	1499	6	0	i	-0.24	-0.19	0.11	-0.81	-3%	0.0	1462	3.1	2.3	13	i	4

(list continues)
SMILES	PMI inhibitors	Ins promoter up	Ins promoter up cell count	WT yeast gro inh	WT yeast gro inh mutant strain	Yfh1-off respiration	Dynein cargo inh	Dynein cargo inh cytoplasmic EGFP	Dynein cargo inh nuclear GR-EGFP	Dynein cargo inh cell count	PMI inhibition	b-catenin transl	b-catenin transl cell count 5 µM	MT stabilizer	MT stabilizer Hoechst-high %	MT stabilizer cytotoxicity %	Autophagy mod	Autophagy mod cell loss 18 h
COc1ccc(CCNC(=O)CN(c2ccc(OC)c(OC)c2)S(C)(=O)=O)cc1OC	10%	-0.36	1354	-3	-1	i	0.96	-0.16	0.99	-1.4	8%	x	x	2.9	1.3	7.3	i	-10
O=C1C2CC=C(Cl)CC2C(=O)N1CCCCCCN1C(=O)C2CC=C(Cl)CC2C1=O (stereo unspecified)	-14%	x	x	-8	-4	i	-0.95	-0.094	-0.2	0.57	-32%	-1.4	1189	2.1	1.0	7.1	i	-11
COc1ccc(OC)c(C(=O)Cn2nnc3ccccc3c2=O)c1	-23%	-0.09	1543	1	27	i	-0.81	-0.071	-0.11	0.55	-5%	-11	971	2.0	1.6	7.7	i	-9
Cc1ccc(C(=O)NCC(=O)OCC(=O)c2c(N)n(C)c(=O)n(C)c2=O)s1	-8%	-0.1	1193	-13	-7	x	4.2	-0.059	2.1	-2.1	-10%	-2.2	982	1.7	1.4	5.5	i	1
O=C(N/N=C/c1cccnc1)C12CC3CC(CC(C3)C1)C2	1%	0.08	1378	8	-1	i	0.46	-0.24	0.48	0.16	1%	-1.5	1144	5.8	1.5	8.9	i	-5
O=C(CSc1nc2ccc(Cl)cc2[nH]1)NCc1ccco1	2%	-0.76	1355	-6	13	i	-1	-0.27	-0.92	1.4	15%	0.2	1121	2.6	2.6	2.7	i	9
Cc1ccc(S(=O)(=O)CC(=O)N2CCCC2)cc1	-9%	0.36	1278	-2	-7	i	-0.7	-0.24	-0.14	1	-10%	-1.6	1144	2.6	1.6	5.3	i	-7
CCCN(CCC)CC(O)COc1ccc2c(c1)OCO2 (stereo unspecified)	-23%	-0.1	1216	-3	1	i	-0.081	-0.32	-0.18	0.15	-10%	-0.7	1118	3.6	1.8	2.5	i	1
Cc1cccc(/N=C/c2c(O)n(Cc3ccc4c(c3)OCO4)c(=O)c3ccccc23)n1	0%	-0.64	1231	-1	4	i	0.0039	-0.39	-0.38	0.38	7%	-2.1	1123	5.1	5.6	8.4	i	-7
O=C(CSc1nnc(SCc2ccc(Cl)cc2)s1)N1CCOCC1	2%	x	x	0	-16	i	-0.13	-0.18	0.15	0.63	0%	0.6	804	1.7	1.7	7.3	i	8
CCCCN(CC)Cc1ccc(CNC(=S)Nc2ccc(C)cc2Cl)o1	-4%	-0.74	1452	7	13	i	-0.17	-0.17	0.054	0.01	13%	0.4	1123	2.7	2.6	7.1	i	10
COC(=O)C(N)Cc1ccc(O)c(O)c1 (stereo unspecified)	57%*	-0.14	814	-6	-17	i	-0.93	1.7	-0.14	0.4	x	1.0	1034	1.5	0.9	6.8	i	-15
COc1ccccc1CNC(=O)C1CC2Cn3c(nc4ccccc43)C2N1C (stereo unspecified)	x	-0.56	1032	x	x	i	-0.17	-0.82	-0.037	0.24	x	-0.3	1297	x	x	x	x	x

3 of the entries above in order of their number in PMI inhibition, lowest first:
SMILES,PMI inhibition
Cc1ccc(S(=O)(=O)CC(=O)N2CCCC2)cc1,-10%
CCCCN(CC)Cc1ccc(CNC(=S)Nc2ccc(C)cc2Cl)o1,13%
O=C(CSc1nc2ccc(Cl)cc2[nH]1)NCc1ccco1,15%
